Eya2 phos inh: Eya2 (human) phosphatase inhibition | recombinant Eya2, OMFP fluorescence dephosphorylation (OMFP is methylfluorescein phosphate) | Potency, µM (top dose mostly 76.9 µM), inactives show at the highest dose activity, negative = inhibition, most hits filed as inhibitors | 0.006% of 330,000 active | AID 488837; note: potency is the fitted concentration of half-maximal effect; % is set by controls: 0 for no effect and ±100 for the full control effect
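Eya2 protein (added as 0.2 uM solution) was preincubated with compound for 10 min at ambient temperature in 50 mM HEPES pH 7.5, 50 mM NaCl, 5 uM MgCl2, 0.05% BSA, 1 mM DTT. OMFP (added at 50 uM) then reacted 10 min; fluorescence read at 485/525 nm.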
A-T KAP1 phos: potential ataxia-telangiectasia treatments restoring KAP-1 phosphorylation | […] A-T fibroblasts, KAP-1 phosphorylation AlphaLISA; neocarzinostatin DNA damage 30 min before lysis | Potency, µM (top dose mostly 57.5 µM), inactives show at the highest dose activation, most hits filed as activators | 0.19% of 320,000 active; note: potency is the fitted concentration of half-maximal effect; % of control where 0% means no effect; nearly all actives have a fitted effect of over 45% in size
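hTERT-immortalized A-T patient fibroblasts ([…]), 500 cells/well in OPTI-MEM, 1% FBS, got compounds for 60 min, then NCS for 30 min at 37C. Lysates were then assayed for phospho-KAP-1 by AlphaLISA (anti-pKAP1 donor, anti-KAP1 acceptor beads), 6 hr at 25C.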
KCNH2 3.1 block: inhibitors of human KCNH2 3.1 potassium channel isoform; U2OS KCNH2 3.1, thallium flux FluxOr; stronger effect = lower value; activity change, % (tested at about 1.8 µM); 0.95% of 340,000 active; AID 720553;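 active = maximum activity change below -70%; inconclusive = maximum activity change from -70% to -50%; inactive = maximum activity change above -50%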;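 note: thallium influx rate constant from kinetic fluorescence after stimulation buffer; % is set by controls: 0 for no effect and ±100 for the full control effect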
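Channel expression came from 3.1 mutant virus (1.77 x 10^8 /mL) applied to suspended U2OS cells for 4 h. Flux was tracked with FluxOr dye plus Red40 quencher, and kinetic rate constants normalized to controls.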
TRPV1 ag: human TRPV1 agonism. activation, % at 8.33 µM. 0.19% of 320,000 active. TRPV1-expressing cells, Fluo-8 calcium influx, agonist mode. Q8NER1; in the data active = activation above about 80%; inconclusive = between about 30% and that limit; note: 0% is about no effect
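Cells expressing TRPV1 were dye-loaded with Fluo-8 and read kinetically: 10 s baseline, 3 min after compound (agonist portion), then 2 min after EC20 capsaicin (allosteric enhancer portion). Calcium-bound dye fluorescence at 480/520 nm.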
TSHR antag: antagonists of human thyroid stimulating hormone receptor | TSHR-expressing cells, TSH-stimulated cAMP HTRF, 2 h; stronger effect = lower value | activity change, negative = inhibition, % at 11.5 µM | 0.2% of 330,000 active | AID 504810;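 active = activity change below a set negative limit, meaning inhibition stronger than a set level, cut at about -70% in these data; inconclusive = activity change between two set negative limits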; note: % is set by controls: 0 for no effect and ±100 for the full control effect
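Read-out is FRET at 665 nm (cryptate excitation 337 nm) from a cryptate-tagged anti-cAMP antibody, competed by cell cAMP against cAMP-d2. Compounds are tested on freshly harvested TSHR cells challenged with 4nM TSH (EC80) for 2 hours at 37 deg C.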
ELG1 DNA repair: ELG1-dependent DNA repair inhibition; HEK293T ELG1-luciferase reporter, luminescence, 16 h; DNA damage induced by 5-fluorouridine; Potency, µM (top dose mostly 46.1 µM), for inactives: at the top dose activity change, negative = inhibition, usual class: inhibitors; 2.3% of 330,000 active; note: potency is the fitted concentration of half-maximal effect; % is set by controls: 0 for no effect and ±100 for the full control effect; nearly all actives have a fitted effect of over 55% in size
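DMSO vehicle served as the neutral condition. Each well held 2,000 cells given 5-fluorouridine plus compound; after 16 hr at 37 °C/5% CO2, ONE-Glo was added and luciferase measured 30 min later.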
USP2a block: USP2a (human) protease inhibition | Potency, µM (doses to about 38.3 µM), for the others: at the top dose activity change, negative = inhibition, usual class: inhibitors | USP2 core, Ub-CHOP2 coupled fluorogenic reporter, 485/531 | AID 463254 | O75604 | 0.01% of 330,000 active;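 note: potency is the fitted concentration of half-maximal effect; plate controls were DMSO wells for no effect and full inhibition by NEM control for full effect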
Target sequence (O75604 whole entry, looked up): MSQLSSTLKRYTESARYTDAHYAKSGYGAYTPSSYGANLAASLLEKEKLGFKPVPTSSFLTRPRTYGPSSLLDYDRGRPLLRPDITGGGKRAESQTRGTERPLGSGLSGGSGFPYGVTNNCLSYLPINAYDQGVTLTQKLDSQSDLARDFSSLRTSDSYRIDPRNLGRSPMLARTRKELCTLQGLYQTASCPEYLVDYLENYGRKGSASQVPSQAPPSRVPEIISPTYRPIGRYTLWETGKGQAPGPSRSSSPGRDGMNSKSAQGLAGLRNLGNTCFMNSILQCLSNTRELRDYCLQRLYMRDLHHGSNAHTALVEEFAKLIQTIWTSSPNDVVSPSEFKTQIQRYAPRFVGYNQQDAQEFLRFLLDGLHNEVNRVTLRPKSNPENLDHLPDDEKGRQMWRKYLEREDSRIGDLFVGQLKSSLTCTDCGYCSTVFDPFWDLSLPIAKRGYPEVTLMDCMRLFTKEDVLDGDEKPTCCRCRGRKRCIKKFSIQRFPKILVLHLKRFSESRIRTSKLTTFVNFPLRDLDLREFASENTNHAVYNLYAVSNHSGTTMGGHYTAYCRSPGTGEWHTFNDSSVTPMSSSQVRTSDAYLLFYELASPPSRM
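USP2 core (10nM final) preincubated 30min RT with compound in 20mM Tris-HCl pH 8.0, 2mM CaCl2, 2mM beta-mercaptoethanol, 0.05% CHAPS; 25nM Ub-CHOP2 plus 25nM reporter substrate added, fluorescence (Ex485/Em531) read after 60min.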
TCR activator: T cell receptor activation; primary human leukocytes, anti-CD3, IL-2 HTRF, 48 h; Potency, µM (highest dose often 9.22 µM), without a hit: top-dose activation of IL-2 secretion, usual class: activators; 330,000 tested, under 10 active; AID 504894; note: % of control where 0% means no effect
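IL-2 release read by HTRF sandwich (Eu cryptate donor, d2 acceptor, 665 nm emission) after 48 hr exposure of primary human leukocytes to compound together with anti-CD3 beads in the absence of co-stimulatory signals.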
Mito fusion act: blocks mitochondrial division or promotes mitochondrial fusion; S. cerevisiae fusion-defective mutant growth rescue, CellTiterGlo 48 h; Potency, µM (top dose mostly 46.1 µM), inactives show at the highest dose growth rescue (activation), actives largely listed as activators; 0.23% of 320,000 active;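 note: potency is the fitted concentration of half-maximal effect; % of control where 0% means no effect; nearly all actives have a fitted effect of over 45% in size; temperature-sensitive fusion mutants such as fzo1-1 at 37 °C on non-fermentable ethanol glycerol medium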
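Growth-rescue viability read-out: after 48 h at the non-permissive 37C in glycerol/ethanol YPEG, yeast mitochondrial fusion mutants are measured by CellTiterGlo luminescence; compounds (23 nl pinned per well) restoring growth score as division inhibitors or fusion activators.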
KCNH2 WT inh: blocks the wildtype human KCNH2 potassium channel | activity change, % at 1.84 µM | U2OS, BacMam KCNH2, thallium flux FluxOr; stronger effect = lower value | 0.37% of 340,000 active;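 active = maximum activity change below -70%; inconclusive = maximum activity change between -70% and -50%; inactive = maximum activity change above -50%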; note: % is set by controls: 0 for no effect and ±100 for the full control effect
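U2OS cells were transduced with wild-type KCNH2 virus (2.03 x 10^8 / mL) for 4 h at room temperature, then cultured overnight at 37 C. Thallium flux was read with FluxOr dye. Rate constants were normalized to DMSO controls.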
Active calls of the source: *; ? = inconclusive; . = no result given; [ ] = another dose, or the depositor's remark. Unless noted, calls come from the whole dose curve; as a rule, active = well fitted curve in the direction sought with a large enough effect; inconclusive = small, poorly fitted or top-dose-only effect, or another doubt; inactive = no such curve, though single readings can be large; an effect the other way counts as inactive or inconclusive. Some of the compounds tested; count on the stated rates, not on these rows.

Structure	Eya2 phos inh	A-T KAP1 phos	KCNH2 3.1 block	TRPV1 ag	TSHR antag	ELG1 DNA repair	USP2a block	TCR activator	Mito fusion act	KCNH2 WT inh
O=C(c1cccc(S(=O)(=O)N2CCOCC2)c1)N1CCC(Cc2ccccc2)CC1	1%	7%	2	?	-10	-25%	-3%	-4%	3%	-16
CCOc1ccc(S(=O)(=O)N2CCN=C2c2ccccc2)c(C)c1C	-13%	12%	.	20	5	-11%	0%	-2%	-5%	-10
N#CCCN1CCN(S(=O)(=O)c2ccc(S(=O)(=O)NC3CCCCC3)cc2)CC1	4%	7%	-11	0	3	10%	-1%	0%[46.1 µM]	-3%	-4
CCNc1nc(-c2cc3ccccc3o2)cs1	3%	-2%	7	8	-3	?	-2%	1%[46.1 µM]	9%	-2
NNC(=O)CSc1cccc2cccnc12	-9%	-6%	18	-3	-4	-9%	-6%	2%[46.1 µM]	-41%[inhibitor]	15
O=C(CSc1n[nH]c(-c2ccccc2Cl)n1)NCc1cccc(C(=O)O)c1	-6%	-3%	8	0	-4	-6%	1%	.	-1%	21
CNCC(=O)N1CCN(c2ncc(C(F)(F)F)cc2Cl)CC1	14%	-2%	-1	0	12	-8%	-2%	0%	4%	26
COc1ccc(NS(=O)(=O)c2cccc(C(=O)Nc3ccccc3C(=O)O)c2)cc1	16%	2%	-4	2	-7	-6%	-2%	6%	0%	1
CCCCCC(=O)Nc1c(-c2cccs2)c(=O)c2ccccc2n1C	-11%	.	8	4	43	-17%	-5%	-21%	-5%	0
CC(C)(C)C1CCc2[nH]nc(C(=O)O)c2C1 (configuration not stated)	2%	-1%	-16	-2	6	-1%	0%	5%	0%	0
CC(=O)OCC(=O)C1=CCC2C3CCC4=CC(=O)C=CC4(C)C3(F)C(OC(C)=O)CC12C (configuration not stated)	-3%	5%	-14	2	-10	0%	-1%	-3%	-18%	2
COc1cccc(-c2ncc3ccccn23)c1	5%	3%	13	4	4	?	7%	4%[46.1 µM]	1%	23
CCOC(=O)c1ccc(NC(=O)c2nccnc2C(=O)O)cc1	5%	13%	3	.	26	17%	3%	7%	-5%	53
O=C(O)CC1(CC(=O)Nc2ccc(Oc3cccc(C(F)(F)F)c3)nc2)CCCC1	-6%	0%	12	-2	-1	-8%	1%	-1%	-3%	-6
Cc1ccccc1NC(=S)NNC(=O)c1ccncc1	-1%	-3%	5	1	-3	-8%	4%	4%	-1%	1
CCOC(=O)c1c(N)sc(C(=O)N2CCCC2)c1C	-5%	.	17	5	10	-7%	1%	6%	-1%	-6
CCOC(=O)CC(N)c1ccc(OC)cc1 (configuration not stated)	18%	7%	-3	-2	0	9%	4%	9%	1%	-8
CCN(Cc1ccccc1)C(=O)c1c[nH]c2ccc(S(=O)(=O)N(C)CCC#N)cc2c1=O	1%	-1%	-4	-1	3	2%	-5%	-6%	-3%	-14
CC(C)Oc1ccc(/C=N/NC(=O)C(CSCc2ccccc2)NC(=O)c2ccc([N+](=O)[O-])cc2)cc1 (configuration not stated)	-1%	-2%	-11	-2	-12	?	3%	0%[46.1 µM]	-5%	-49
CS(=O)(=O)c1ccc(C(=O)NNC(=O)c2cccs2)cc1	5%	7%	-14	.	.	-6%	3%	2%	.	2
COc1ccc(NC(=O)CSc2nc(N)c(NC(=O)c3ccccc3F)c(=O)[nH]2)cc1	-11%	-2%	17	-3	16	3%	1%	1%	-1%	-3
Nc1ccc2oc3ncccc3c(=O)c2c1	-5%	-1%	0	-2	9	?	4%	.	6%	-9
Cc1cc(NC(=O)CSc2nnc3c(C)cc4cc(C)c(C)cc4n23)no1	-2%	2%	-8	0	2	-8%	5%	0%	0%	-14
CCOc1ccc2nc(SCC)[nH]c2c1	3%	-5%	-12	9	1	?	3%	.	-4%	-39
Cc1cc2occ(CC(=O)Nc3nnc(C4CC4)s3)c2cc1C	9%	11%	-3	-6	10	19%	0%	-4%	3%	-4
COc1ccc(CCC(=O)N2CCN(c3cccc(C)c3C)CC2)cc1	-9%	0%	9	?	-4	-15%	2%	-7%	25%	6
Cc1ccc(-n2nnnc2SCCNS(=O)(=O)c2ccccc2)cc1C	-8%	5%	-8	1	-13	?	2%	5%	9%	-9
COC(=O)c1ccc(Cl)c(NC(=O)CN(c2ccc(OC)c(OC)c2)S(C)(=O)=O)c1	4%	9%	-20	1	9	-1%	0%	-2%[46.1 µM]	-8%	-1
COc1ccc(Nc2nnc(SCC(=O)/C=C3/N(C)c4ccccc4C3(C)C)s2)cc1	-5%	-3%	-9	0	-14	26µM*	-2%	-4%[46.1 µM]	?	-10
O=C1NN(c2ccccc2)C(=O)/C1=C\c1coc2ccc(O)cc2c1=O	8%	-6%	3	1	-4	11%	-2%	4%	2%	1
C#CCOCCOCCOCCNc1nc(N2CCOCC2)nc(N2CCN(C(=O)[C@H](CCCCN)n3cc(CN)nn3)CC2)n1	4%	3%	12	.	-1	?	-6%	0%	.	-3
COc1cc(S(=O)(=O)N2CCOCC2)cc(C(=O)OCC(=O)NCc2ccco2)c1OC	-1%	6%	4	-1	-4	8%	1%	0%	3%	-1
COCCCn1c(N)c(-c2nc3ccccc3n2C)c2nc3ccccc3nc21	-1%	16%	-5	?	-2	?	-1%	10%	20%	-7
Cc1ccc(/C=C/C(=O)NCc2ccco2)o1	5%	5%	.	0	2	5%	-2%	0%[46.1 µM]	-4%	.
O=C(Cn1cnc2ccccc2c1=O)c1ccccc1	-1%	0%	1	0	2	?	0%	-8%[46.1 µM]	-5%	3
O=C(Nc1ccccc1N1CCCC1)c1ccco1	11%	4%	3	3	2	-6%	0%	-1%	2%	-6
Clc1ccc(Cn2ccc(-c3ccc4c(c3)OCO4)n2)cc1Cl	11%	3%	-6	2	0	3%	1%	7%	-5%	-2
CCSc1nnc(-c2ccccc2SC)o1	-4%	-4%	31	4	6	?	2%	0%	-6%	16
CCN(CC)c1ccc(/C=N/NC(=O)Cc2cccs2)cc1	0%	3%	-1	2	-1	13%	-1%	0%[46.1 µM]	-5%	-1
Cc1ccc(-n2c(C)n[nH]c2=S)cc1	2%	-1%	-1	0	-1	15%	2%	-3%	-4%	-8
CCOC(=O)c1c(C)[nH]c(C)c1S(=O)(=O)N1CCC(c2ccccc2)C1 (configuration not stated)	2%	9%	7	3	-8	-5%	1%	-1%	1%	24
CCOc1ccc(C(=O)OCC(=O)N2CCOCC2)cc1OCC	-12%	-1%	5	-2	-15	13%	1%	-6%	-1%	1
CCC(C(=O)NCC1CCCO1)N(C(=O)c1snc(C(N)=O)c1N)c1ccc(Cl)cc1 (configuration not stated)	4%	17%	1	-1	31	0%	-1%	0%	4%	4
Fc1ccccc1/C=N/Nc1nc(N2CCCCC2)nc(N2CCCCC2)n1	-6%	-2%	-16	?	0	5%	1%	-2%	9%	9
CCc1nnc(NC(=O)c2ccc3c(c2)C(=O)N(CC(C)C)C3=O)s1	-14%	0%	.	1	-16	?	-1%	2%[46.1 µM]	-7%	.
Cc1ccc(/C=N/c2sc3c(c2C#N)CCC3)s1	-4%	3%	12	?	2	?	-1%	5%	-4%	-6
Cc1cccc(-c2ocnc2C(=O)Nc2ccccc2C(=O)N2CCCC2)c1	-10%	-2%	-21	3	-3	?	2%	-1%	4%	12
CCOC(=O)C1=C(COC(=O)c2cccs2)NC(=O)NC1C (configuration not stated)	-7%	11%	-10	6	-2	15%	-1%	1%	-6%	-3
CCc1cc2c(N[C@@H](Cc3ccccc3)C(=O)O)ncnc2s1	7%	-3%	0	2	4	-9%	-7%	5%	4%	-12
Cc1c(Cc2ccccc2)c(=O)n2c([nH]c3ccccc32)c1C#N	11%	?	36	?	-25	2.3µM*	3%	8%	-13%	4

Following part
Structure	Eya2 phos inh	A-T KAP1 phos	KCNH2 3.1 block	TRPV1 ag	TSHR antag	ELG1 DNA repair	USP2a block	TCR activator	Mito fusion act	KCNH2 WT inh
COc1ccc(CCNC(=O)CSc2ccccn2)cc1OC	10%	1%	24	0	6	4%	-1%	2%	11%	20
O=C1CCc2nc3ccccc3c(=O)n2N1	-18%	.	-13	-2	17	-28%	2%	3%	11%	-14
O=C(Cc1ccccc1F)Nc1ccc(Cl)nc1	-2%	.	-4	1	6	17%	1%	-5%[46.1 µM]	2%	-4
Cc1cc(C)n(-c2nc3ccccc3nc2Nc2ccc(CC(=O)O)cc2)n1	-1%	2%	-7	3	-3	1%	-2%	6%	8%	5
